ALOX12 inh: blocks human arachidonate 12S-lipoxygenase. P18054. purified 12hLO, xylenol orange hydroperoxide absorbance. Potency, µM (highest dose often 108 µM), for the others: at the top dose activity change, negative = inhibition, most hits filed as inhibitors. actives 1.1% (n = 580,000). AID 1671190; active = well fitted inhibition curve with a large enough effect; inconclusive = small, poorly fitted or top-dose-only effect, or another doubt; inactive = no such curve, though single readings can be large or run the other way
Target sequence (P18054 whole entry, looked up): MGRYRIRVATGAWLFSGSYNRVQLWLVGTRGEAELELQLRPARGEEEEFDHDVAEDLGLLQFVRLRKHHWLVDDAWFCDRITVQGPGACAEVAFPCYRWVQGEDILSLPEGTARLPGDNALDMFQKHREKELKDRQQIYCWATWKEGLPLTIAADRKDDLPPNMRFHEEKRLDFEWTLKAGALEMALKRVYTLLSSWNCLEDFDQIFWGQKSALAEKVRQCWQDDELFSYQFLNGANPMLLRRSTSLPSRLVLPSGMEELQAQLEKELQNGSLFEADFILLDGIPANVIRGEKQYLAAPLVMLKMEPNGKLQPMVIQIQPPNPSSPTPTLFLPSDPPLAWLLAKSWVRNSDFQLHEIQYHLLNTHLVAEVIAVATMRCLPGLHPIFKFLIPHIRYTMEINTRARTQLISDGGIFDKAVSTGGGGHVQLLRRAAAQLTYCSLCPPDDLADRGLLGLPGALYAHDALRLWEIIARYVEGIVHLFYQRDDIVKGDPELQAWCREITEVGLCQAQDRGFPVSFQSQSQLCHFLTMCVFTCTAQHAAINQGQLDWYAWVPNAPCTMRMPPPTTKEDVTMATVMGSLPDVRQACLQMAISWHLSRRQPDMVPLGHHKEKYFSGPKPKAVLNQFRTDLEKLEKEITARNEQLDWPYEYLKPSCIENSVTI
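Hydroperoxide product was detected by ferrous iron/xylenol orange as the 573 to 405 nm absorbance ratio. Arachidonic acid at 40 uM (final) was turned over for 30 min at room temperature by 150 nM human 12hLO, pH 7.0 Hepes buffer, after 15 min compound preincubation.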
* hit, by the source's call; ? = inconclusive; & = joins results of further samples; [ ] = dose if it differs, or a comment. % is scaled to controls: 0 for no effect and ±100 for the full control effect; potency is read from the fitted curve at half-maximal effect. Only part of the results is shown, so the mix of outcomes need not match the whole.

Start of the listing, in advance (two entries):
SMILES	ALOX12 inh
Cc1ccc(C2(O)CC(C)N(C)CC2C)c(C)c1 (stereo not drawn)	-22%
C=CCOc1c(Cl)cc(CNC(C)Cn2cccn2)cc1OC (stereo not drawn)	96%[activator]

All compounds of this part (from the top)
SMILES	ALOX12 inh
Cc1ccc(C2(O)CC(C)N(C)CC2C)c(C)c1 (stereo not drawn)	-22%
C=CCOc1c(Cl)cc(CNC(C)Cn2cccn2)cc1OC (stereo not drawn)	96%[activator]
O=C(Nc1ccc2n(c1=O)C[C@H]1C[C@@H]2CN(C(=O)c2ccccn2)C1)c1ccc(F)cc1	1%[176 µM]
Cc1ncc2c(n1)C[C@@H]1CC[C@H]2N1C(=O)c1ccccc1F	10%
O=C(Nc1ccc(Cl)cc1)N1C[C@@H]2C[C@H](C1)c1c(-c3ccccc3F)ccc(=O)n1C2	-26%
CC(C)N(CCNC(=O)CN1CCCC1=O)C(C)C	-22%[57.4 µM]
C[C@](O)(COc1ccc(C#N)cc1)C(=O)Nc1ccc(C#N)c(C(F)(F)F)c1	-28%[57.4 µM]
Cc1nc(-c2ccccc2Br)cc([C@H]2CN3CC[C@H]2C[C@@H]3CNC(=O)Nc2ccc(Cl)cc2)n1	-38%
O=C1NCCN2CC3(CCN(S(=O)(=O)c4cccnc4)CC3)CC12 (stereo not drawn)	206%[activator]
COc1cc2c(cc1OCc1ccncc1)NC(=O)C21CCN(Cc2cccc(O)c2)CC1	5%
Ic1ccc(CN2CCNCC2)cc1	?
O=C(NCc1ccc(F)cc1)[C@H]1CN2CCC1C[C@@H]2Cn1cc(COc2ccccc2)nn1 (stereo partly drawn)	18%
O=C(NC[C@H]1C[C@@H]2CCN1C[C@@H]2CN1CCN(c2ccc(F)cc2)CC1)c1ccccc1	45%[activator]
COc1ccc(C(=O)O[C@H]2CC[C@@]3(C)C4CCC5[C@]6(O)C[C@H](O)[C@@]7(O)C(CN8C[C@@H](C)CC[C@H]8[C@@]7(C)O)[C@]6(O)C[C@@]53O[C@@]42O)cc1OC (stereo partly drawn)	-21%&-4%
COc1ccc(N2C(=O)NC(=O)C3(Cc4cc(C)ccc4N(C)C3)C2=O)cc1 (stereo not drawn)	?
CC(=O)Nc1ccc(NC(=O)C(C)OC(=O)c2cn(C)c3ccccc23)cc1 (stereo not drawn)	-8%
O=[S+]1([O-])NCC2(CCN(Cc3ccccn3)C2)Oc2ncccc21 (stereo not drawn)	0%[6.33 µM]
CNC(=O)C(C)NC(=O)c1cn(Cc2ccccc2)c2ccccc12 (stereo not drawn)	67%[activator]
C[C@]12CCC3C(CC[C@H]4C[C@H](O)CC[C@]34C)C1C[C@@H](CCCCl)[C@@H]2O (stereo partly drawn)	-9%
C#C[C@]1(O)C=C[C@@H]2[C@@H]3CCC4=CC(=O)CC[C@@H]4[C@H]3CC[C@@]21CC	-19%[57.4 µM]
O=C1NC[C@H]2CN(Cc3cccs3)CCN12	0%[176 µM]
Cc1ncc2c(n1)C[C@@H]1CC[C@H]2N1C(=O)Nc1ccc2c(c1)OCCO2	49%[activator]
O=C1OCC2(CCN(Cc3ccn[nH]3)C2)N1c1ccncc1 (stereo not drawn)	92%[activator][176 µM]
COC(CN)c1ccccc1 (stereo not drawn)	-18%
CC[C@H]1CN2CC[C@H]1C[C@@H]2CNCc1cccs1	56%[activator][176 µM]
CC(C)n1nc(C(=O)NCC2(N3CCOCC3)CCCCC2)c2ccccc2c1=O	9%
CN1CCN2C(=O)N(C3CCOCC3)C[C@H]2C1	-4%[176 µM]
Cc1nc(-c2ccc(N(C)C)cc2)cc([C@H]2CN3CC[C@H]2C[C@@H]3COC(=O)Nc2ccc(C(C)C)cc2)n1	-30%
COc1ccc(N2C(=O)NC(=O)/C(=C/c3ccc(N4CCOCC4)cc3)C2=O)cc1	-21%
COc1ccc(S(=O)(=O)NC[C@H]2C[C@@H]3CCN2C[C@@H]3CN2CCN(c3ccccn3)CC2)cc1	8%
COc1ccc(CCC(=O)N2CCC3(CC2)NCc2ccccc2-n2ccnc23)cc1	46%[activator]
O=C1CC2CCN(CC3CCCC3)CC2CCN1 (stereo not drawn)	1%[12.5 µM]
Cn1nc(-c2ccccc2)cc1[C@H]1CN2CC[C@H]1C[C@@H]2CNC(=O)c1cccs1	27%[176 µM]
ClCc1cccnc1	11µM*
O=C1C=CC[C@@H]2[C@H]3CCCN4CCC[C@@H](CN12)[C@@H]34	?
CCCS(=O)(=O)NC[C@H]1C[C@@H]2CCN1C[C@@H]2c1cc(-c2ccc(OC)c(OC)c2)nc(C)n1	32%
CCCNC(=O)OC[C@H]1C[C@@H]2CCN1C[C@@H]2c1cc(-c2ccc(F)cc2)nn1C	?
CC[C@H]1CN2CC[C@H]1C[C@@H]2CNCc1cc2ccccc2o1	52%[activator][176 µM]
COc1ccc(C2SCC(=O)Nc3c2c(C)nn3C)cc1OC (stereo not drawn)	?
Fc1ccc(F)c(C(Cl)(Cl)Cl)c1	8%
O=C1Nc2ccccc2C12CCN(Cc1cncs1)CC2	0%[12.5 µM]
C#C[C@H]1CN2CC[C@H]1C[C@@H]2CNS(=O)(=O)Cc1ccccc1	35%[activator][176 µM]
CCN1CC2ON=C(C(=O)O)C2C1 (stereo not drawn)	?
C=C[C@H]1CN2CC[C@H]1C[C@@H]2CNCc1ccc(C(F)(F)F)cc1	67%[activator][176 µM]
c1ccc(CCNCC2CCCO2)cc1 (stereo not drawn)	-18%
CN(Cc1ccccc1)C[C@H]1CN2CC[C@H]1C[C@@H]2CNC(=O)c1ccc(C(F)(F)F)cc1	-13%
Cc1nc(-c2ccc(C(F)(F)F)cc2)cc([C@H]2CN3CC[C@H]2C[C@@H]3CNC(=O)c2ccco2)n1	80%[activator]
O=C(c1cccs1)N1C[C@@H]2C[C@H](C1)c1c(-c3ccc(Cl)cc3)ccc(=O)n1C2	1%[176 µM]
Cc1cccc(C(=O)N2[C@H]3CC[C@@H]2c2cnc(C)nc2C3)c1	25%
COCCN1C(=O)CO[C@H]2CN(C(C)C)C[C@H]21	5%[176 µM]
COc1cc2c(cc1OCc1ccncc1)NC(=O)C21CCN(c2nc(C)cc(C)n2)CC1	3%
Cn1cnc(S(=O)(=O)N2[C@H]3CC[C@@H]2c2cnc(-c4ccccc4)nc2C3)c1	14%
CN(Cc1ccccc1)Cc1cn(C[C@H]2CC3CCN2C[C@@H]3C(=O)NC2CC2)nn1 (stereo partly drawn)	-5%[176 µM]
O=C(NC[C@H]1C[C@@H]2CCN1C[C@@H]2CN1CCCCC1)Nc1ccsc1	57%[activator][176 µM]
O=[S+]1([O-])NC2(CCN(Cc3ccncc3)C2)CNc2ccccc21 (stereo not drawn)	47%[activator]
Cc1noc(C)c1COc1ccc(CC(=O)N2CCN(CC(=O)N3CCCCC3)CC2)cc1	-8%
Cc1cccc(-n2nnnc2C2(NC3CCCCC3)CCCCC2)c1	8%
O=C(NC1CCCCC1)[C@H]1CN2CCC1C[C@@H]2Cn1cc(CSc2ccccc2)nn1 (stereo partly drawn)	8%
Cc1cc(CN2CCC3(C2)NC(=O)c2ccccc2O3)no1 (stereo not drawn)	?
Cc1ccccc1-c1ccc2n(c1=O)C[C@H]1C[C@@H]2CN(C(=O)c2ccc(F)cc2)C1	-15%[176 µM]

(more compounds)
SMILES	ALOX12 inh
COc1cc2c(cc1Oc1ccccc1)NC(=O)C21CCN(C(=O)c2scnc2C)CC1	16%
Cc1ccc(OC(=O)N(C)C[C@H]2OCc3cnnn3CCCC(=O)N([C@H](C)CO)C[C@H]2C)cc1	-3%
O=C(CN1CC=C(c2ccccc2)CC1)N(C1CCCC1)C1CCS(=O)(=O)C1 (stereo not drawn)	?
Nc1nc(CN2CCN(C(=O)COc3cccc(F)c3)CC2)nc2ccccc12	0%
COC[C@H]1CCCN1C[C@H]1CN2CC[C@H]1C[C@@H]2CNC(=O)c1ccc(C(F)(F)F)cc1	96%[activator][176 µM]
COc1cc2c(cc1OCc1ccccc1)N(C(=O)Cc1ccc3c(c1)OCO3)CC21CCN(C)CC1	?
Cn1cc(C(=O)Nc2ccncc2)c2ccccc21	32%[activator]
COc1cccc2c1ccn2CC(=O)NCC1(CC(=O)O)CCCCC1	-3%
CN(C)C(=O)C1CN(Cc2cccnc2)CC12CCOCC2 (stereo not drawn)	6%
Nc1cccc(-c2cn(C[C@H]3CC4CCN3C[C@@H]4C(=O)Nc3ccccc3)nn2)c1 (stereo partly drawn)	85%[activator][176 µM]
C=C[C@H]1CN2CC[C@H]1C[C@@H]2CNC(=O)Nc1ccc(Oc2ccccc2)cc1	15%[176 µM]
COc1ccc(C(=O)NC[C@H]2C[C@@H]3CCN2C[C@@H]3c2cc(-c3cccs3)nn2C)cc1	28%
CC(C)(C)c1cn(C[C@H]2CC3CCN2C[C@@H]3C(=O)Nc2nccs2)nn1 (stereo partly drawn)	?
Cn1cccc1CN1CCCC2(CC(c3ccccn3)=NO2)C1 (stereo not drawn)	12%[176 µM]
N#Cc1cccc(-c2ccc3n(c2=O)C[C@H]2C[C@@H]3CN(C(=O)Nc3ccccc3)C2)c1	5%[176 µM]
N#Cc1ccc(NC(=O)COC(=O)c2nc(-c3ccccc3)n(-c3ccccc3)n2)cc1Cl	-27%
COc1cc2c(cc1CCc1ccccc1)N(C(=O)c1ccc3[nH]ccc3c1)CC21CCN(C(C)=O)CC1	?
O=C(NC[C@H]1C[C@@H]2CCN1C[C@@H]2CN1CCN(c2ccccc2)CC1)Nc1ccsc1	42%[activator]
NC(=O)c1ccc(N2CC3CCC(C2)N3CC(F)(F)F)nn1	12%[6.33 µM]
CC(=O)N1C2CCC1CN(C(C)C)C2	12%[12.5 µM]
CN1CC2(Cc3c1ccc1ccccc31)C(=O)NC(=O)N(CCc1ccccc1)C2=O (stereo not drawn)	?
CC(=Cc1csc(C)n1)[C@@H]1C[C@H]2O[C@]2(C)CCC[C@H](C)[C@@H](O)[C@@H](C)C(=O)C(C)(C)[C@@H](O)CC(=O)O1	20%
COc1cc2c(cc1-c1ccc(N3CCN(C)CC3)nc1)NC(=O)C21CCN(C(C)=O)CC1	30%
CCC(CC)c1cc([C@H]2CN3CC[C@H]2C[C@@H]3CNC(C)=O)nc(-c2ccncc2)n1	45%[activator][176 µM]
Cc1nc(-c2cccs2)cc([C@H]2CN3CC[C@H]2C[C@@H]3CNC(=O)c2ccc(C(F)(F)F)cc2)n1	5%
COc1ccc(-c2cc([C@H]3CN4CC[C@H]3C[C@@H]4CNC(=O)COc3ccccc3)n(C)n2)cc1	7%
Cc1ncc2c(n1)C[C@@H]1CC[C@H]2N1C(=O)C1(c2ccccc2)CC1	34%[activator]
O=C(O)c1cc(S(=O)(=O)N2CC3CC(C2)c2cccc(=O)n2C3)ccc1F (stereo not drawn)	-12%
COc1cccc(CC(=O)N2CC(N(C)Cc3cccnc3)C2)c1	7%
CC(=O)c1ccc(NC(=O)OC[C@H]2C[C@@H]3CCN2C[C@@H]3c2cc(C3CCCC3)nc(-c3ccncc3)n2)cc1	-30%
O=C(Oc1ccccc1)N1CCC2(CCN(Cc3ccncc3)CC2)CC1	-4%[57.4 µM]
CN1CCN(C[C@H]2CN3CC[C@H]2C[C@@H]3CNC(=O)Nc2ccccc2)CC1	40%[activator][176 µM]
C[N+](C)(N)CCCl	?
COc1ccc2c(c1)C1(CCN(S(=O)(=O)c3ccc(Cl)cc3)C1)C(=O)N2C (stereo not drawn)	-13%
COc1cc2c(cc1OCc1ccccc1)NC(=O)C21CCN(CC2CC2)CC1	10%[176 µM]
Cc1n[nH]c(C)c1[Se]c1c(C)n[nH]c1C	-29%
CNC(=O)C1CCN(C(=O)c2cn(Cc3ccccc3)c3ccccc23)CC1	12%
O=c1ccc(-c2cccs2)c2n1C[C@H]1C[C@@H]2CN(S(=O)(=O)c2cccc(C(F)(F)F)c2)C1	-4%
CC12CCC(O)CC1CCC1[C@@H]2CC(O)C2(C)C(C3=CC(=O)OC3)CCC12O (stereo partly drawn)	-6%
CN1CCN(C(=O)Cc2c[nH]c3ncc(-c4cccc(OC(F)(F)F)c4)cc23)CC1	4%[176 µM]
FC(F)(F)CN1C2CCC1CN(c1ncc(Br)cn1)C2	7%[6.33 µM]
CCCCSc1nnc([C@@H](N)Cc2c[nH]c3ccccc23)o1	-27%

Molecules shown so far with a CF3 group (10):
SMILES	ALOX12 inh
C[C@](O)(COc1ccc(C#N)cc1)C(=O)Nc1ccc(C#N)c(C(F)(F)F)c1	-28%[57.4 µM]
C=C[C@H]1CN2CC[C@H]1C[C@@H]2CNCc1ccc(C(F)(F)F)cc1	67%[activator][176 µM]
CN(Cc1ccccc1)C[C@H]1CN2CC[C@H]1C[C@@H]2CNC(=O)c1ccc(C(F)(F)F)cc1	-13%
Cc1nc(-c2ccc(C(F)(F)F)cc2)cc([C@H]2CN3CC[C@H]2C[C@@H]3CNC(=O)c2ccco2)n1	80%[activator]
COC[C@H]1CCCN1C[C@H]1CN2CC[C@H]1C[C@@H]2CNC(=O)c1ccc(C(F)(F)F)cc1	96%[activator][176 µM]
NC(=O)c1ccc(N2CC3CCC(C2)N3CC(F)(F)F)nn1	12%[6.33 µM]
Cc1nc(-c2cccs2)cc([C@H]2CN3CC[C@H]2C[C@@H]3CNC(=O)c2ccc(C(F)(F)F)cc2)n1	5%
O=c1ccc(-c2cccs2)c2n1C[C@H]1C[C@@H]2CN(S(=O)(=O)c2cccc(C(F)(F)F)c2)C1	-4%
CN1CCN(C(=O)Cc2c[nH]c3ncc(-c4cccc(OC(F)(F)F)c4)cc23)CC1	4%[176 µM]
FC(F)(F)CN1C2CCC1CN(c1ncc(Br)cn1)C2	7%[6.33 µM]

Another view of some results above.
| mol | ALOX12 inh |
| --- | --- |
| CNC(=O)C1CCN(C(=O)c2cn(Cc3ccccc3)c3ccccc23)CC1 | 12% |
| O=c1ccc(-c2cccs2)c2n1C[C@H]1C[C@@H]2CN(S(=O)(=O)c2cccc(C(F)(F)F)c2)C1 | -4% |
| CC12CCC(O)CC1CCC1[C@@H]2CC(O)C2(C)C(C3=CC(=O)OC3)CCC12O (stereo partly drawn) | -6% |
